Tn7 DDE FP = disrupts Tn7 cyclic peptide binding to fibrin D-Dimer-E complex; P02675; FP displacement of FITC-Tn7 peptide from fibrin DD(E); 0% = median of compound wells per plate; inhibition, % at 8.3 µM; hit rate 0.13% among 370,000; AID 720508;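 active = inhibition above the mean of compounds falling within the control limits plus 3 SD of them, cut at about 14% in these data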;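 note: 0% = plate median of compound wells and 100% = 10 µM Aha-Tn7 peptide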
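Test system: human clot-derived fibrin DD(E) complex / Quantity: 2 µM final DD(E) protein / Incubation: 10 min plus 3 h, room temperature / Measured by: fluorescence polarization / Benchmarks: high control of 10 µM Aha-Tn7 peptide / Replicates: singlicate testing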
UHRF1 MBD2 ctr = UHRF1 methyl-DNA binding inhibition. hit rate 0.75% among 370,000. Q96T88. UHRF1 binding to methylated oligo, TR-FRET. inhibition, % at 4.4 µM. AID 687016; in the data active = inhibition above about 21%;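 note: UHRF1 SRA domain binding a hemimethylated CpG hairpin DNA probe; 0% = median of test compound wells and 100% = reference inhibitor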
Target sequence (Q96T88 whole entry, looked up, the tested form may be a part): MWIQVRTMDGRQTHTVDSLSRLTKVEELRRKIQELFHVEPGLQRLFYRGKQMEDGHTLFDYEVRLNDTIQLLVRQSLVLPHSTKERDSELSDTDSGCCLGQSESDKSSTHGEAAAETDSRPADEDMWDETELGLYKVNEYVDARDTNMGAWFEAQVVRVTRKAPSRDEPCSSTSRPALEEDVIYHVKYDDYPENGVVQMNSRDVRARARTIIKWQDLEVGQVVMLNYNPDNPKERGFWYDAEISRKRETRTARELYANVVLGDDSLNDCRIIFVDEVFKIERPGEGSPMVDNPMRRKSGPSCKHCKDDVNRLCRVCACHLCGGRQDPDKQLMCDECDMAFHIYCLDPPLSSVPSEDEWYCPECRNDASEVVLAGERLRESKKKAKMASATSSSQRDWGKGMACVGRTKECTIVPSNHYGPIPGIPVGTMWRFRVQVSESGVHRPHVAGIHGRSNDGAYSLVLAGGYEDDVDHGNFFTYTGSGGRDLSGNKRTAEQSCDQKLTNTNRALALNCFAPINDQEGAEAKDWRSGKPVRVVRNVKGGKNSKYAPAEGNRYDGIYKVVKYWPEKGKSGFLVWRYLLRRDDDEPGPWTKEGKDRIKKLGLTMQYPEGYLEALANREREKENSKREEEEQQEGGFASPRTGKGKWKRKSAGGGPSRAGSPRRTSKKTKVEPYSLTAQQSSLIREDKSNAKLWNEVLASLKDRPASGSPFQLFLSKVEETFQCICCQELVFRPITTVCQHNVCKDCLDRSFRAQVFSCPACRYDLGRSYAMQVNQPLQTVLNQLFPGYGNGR
PLC-beta3 inh = inhibitors of human phospholipase C beta3 | Q01970 | Purified PLC-beta3, fluorogenic substrate, fluorescence | inhibition, % at 12.2 µM | hit rate 0.18% among 370,000 | AID 720704; in the data active = inhibition above about 11%;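 note: 0% = median of compound wells on plate and 100% = full blocker control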
sPLA2-III inh = Inhibits HGIII-sPLA2 liposome hydrolysis, primary screen | Q9NZ20 | QFRET BODIPY PC-A2 liposome hydrolysis, fluorescence | inhibition, % at 12.2 µM | hit rate 0.56% among 370,000 | AID 743126;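 active = inhibition above mean plus 3 SD of compounds lying within the high and low control bounds, cut at about 19% in these data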;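 note: 0% = median of test compound wells and 100% = no enzyme DMSO wells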
ASAP1 GAP inh = blocks human ASAP1-stimulated Arf1 GTP hydrolysis; hit rate 0.19% among 360,000; GDP FP detection; inhibition, % at 16.5 µM; Q9ULH1; in the data active = inhibition above about 25%;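 note: 0% = vehicle with enzyme and substrate and 100% = no enzyme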
PLC-gamma1 inh = inhibitors of human phospholipase C gamma1 | P19174 | purified PLC-gamma1, fluorogenic substrate, fluorescence | inhibition, % at 12.2 µM | hit rate 0.84% among 370,000 | AID 720700; in the data active = inhibition above about 9.5%
DDE Tn6 FP inh = DD(E)-Tn6 binding inhibition, primary FP screen | P02675 | Fibrin DD(E) TRITC-Tn6 fluorescence polarization displacement | inhibition, % at 8.3 µM | hit rate 0.21% among 370,000 | AID 720509;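 active = inhibition above a per-campaign cutoff: mean of compounds within control limits plus 3 SD, cut at about 15% in these data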;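 note: 0% = median of all compound wells on the plate and 100% = blocking peptide control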
proKLK7 act = proKLK7 (human) activation, primary screen; P49862; purified proKLK7, EDANS-DABCYL substrate fluorescence; 100% is mature enzyme control, 0% vehicle; activation, % at 7 µM; hit rate 0.9% among 370,000;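 active = activation above the mean of all tested compounds plus 3 SD, computed per campaign excluding outliers beyond control limits, cut at about 13% in these data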
Target sequence (P49862 whole entry, looked up): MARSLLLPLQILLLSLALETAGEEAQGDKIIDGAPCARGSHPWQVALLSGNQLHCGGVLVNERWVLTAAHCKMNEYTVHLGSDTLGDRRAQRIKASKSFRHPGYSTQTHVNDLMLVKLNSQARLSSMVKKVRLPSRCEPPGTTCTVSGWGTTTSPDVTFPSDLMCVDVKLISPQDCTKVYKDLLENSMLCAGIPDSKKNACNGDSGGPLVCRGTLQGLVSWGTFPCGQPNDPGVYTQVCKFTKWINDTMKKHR
ARFGAP1 inh = rat ARFGAP1 inhibition. Arfgap1-stimulated ARF1 GTP hydrolysis, GDP FP detection. inhibition, % at 16.5 µM. hit rate 0.26% among 360,000;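 active = inhibition above a per-plate limit, mean inhibition of low control wells plus 3 SD, cut at about 25% in these data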;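 note: 0% = DMSO wells with enzyme and 100% = wells lacking Arfgap1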
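Replicates: Single well per compound | Assay system: Truncated rat Arfgap1 GAP domain | Control set: No-Arfgap1 wells (100%) versus DMSO full-reaction wells (0%) | Times: Enzyme reaction 120 min at 25 °C after 20 min preincubation | Reagent: Human ARF1(Δ1-17)-GTP substrate | Measured by: Tracer-displacement fluorescence polarization with EDTA stop, 620/688 nm | Measure: Percent inhibition of Arfgap1-stimulated GTP hydrolysis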
Rev-erbA mod = modulators of human Rev-erb alpha DNA binding; activity, % at 10 µM; P20393; hit rate 0.79% among 370,000; Rev-erbα–FITC-DNA binding, fluorescence polarization, 90 min;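 active = activity above about 14%, limit read from the data; passing the limit was not always enough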;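 note: 0% = DMSO wells with 35 nM protein and 100% = DMSO wells with 750 nM protein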
The depositor's hits bear a star; nt = not tested or not shown. An unsorted share of the library; overall some 4.5% were active at least once.

Tn7 DDE FP,SMILES,ASAP1 GAP inh,DDE Tn6 FP inh,ARFGAP1 inh,proKLK7 act,Rev-erbA mod,sPLA2-III inh,PLC-beta3 inh,UHRF1 MBD2 ctr,PLC-gamma1 inh
0.9,CCCCN1C(=O)CC(C(=O)O)C1c1ccc(OC)cc1 (stereo unspecified),-4.0,2.2,-3.1,0.8,5.2,3.1,0.6,0.0,-2.7
-3.2,C[C@H](CO)N1C[C@H](C)[C@@H](CN(C)S(=O)(=O)c2cn(C)cn2)OCc2cnnn2CCCC1=O,-0.7,0.3,50.9*,0.0,-3.0,0.3,2.3,0.3,4.2
-0.5,Cc1cc(C)c(NC(=O)Cn2ncc3ccccc32)c(C)c1,8.1,-6.1,7.3,0.6,-1.5,2.9,7.3,0.4,3.2
-2.2,O=C(CC[C@H]1O[C@@H](n2ccc(=O)[nH]c2=O)[C@H](O)[C@@H]1O)NCCN1CCOCC1,14.2,1.2,-0.2,-0.6,-1.7,5.3,3.8,1.4,1.2
-1.2,CCOC(=O)c1cn(Cc2ccc(C)cc2)nn1,-2.4,-3.7,-1.7,0.0,-2.1,-6.8,3.5,17.1,3.8
6.3,COc1ccc(OCC(=O)Nc2c3c(nn2-c2ccccc2)CS(=O)(=O)C3)cc1,-8.9,8.8,6.8,-0.4,-1.7,0.0,-3.7,0.0,-1.1
5.7,COc1cc(/C=N/N2CCOCC2)ccc1OCc1ccc(Cl)cc1,-4.6,2.4,-0.5,-0.1,-0.3,-5.3,-4.2,-0.4,2.6
-6.9,CCn1ncc(Br)c1C(=O)NC(C)c1ccccc1 (stereo unspecified),1.5,-8.3,-9.7,0.5,-2.4,-3.1,-0.1,0.0,0.7
-6.7,Cc1ccccc1NC(=O)c1cccc2nc3ccccc3nc12,6.8,-3.6,4.8,-0.4,0.4,-0.7,-2.9,0.2,-0.2
3.5,O=C1C2C(c3ccccc3)CC=CC2[C@H](c2cccc([N+](=O)[O-])c2)N1Cc1ccccc1 (stereo partly specified),1.6,-5.4,2.9,0.3,-9.5,-1.9,-0.9,1.6,3.2
-3.7,CCOc1ccccc1NC(=O)NCc1ccco1,1.1,-3.4,0.6,0.3,3.1,-3.9,-5.8,-1.0,1.8
3.9,Cc1c(C(=O)NCC(c2ccco2)N(C)C)oc2c(Cl)cccc12 (stereo unspecified),2.1,5.1,-4.7,-0.3,1.5,5.5,-10.0,0.7,-5.1
-0.7,Cc1ccc2c(c1)N(CC(=O)N1CCOCC1)C(=O)CO2,5.1,2.8,8.9,0.3,-5.4,1.8,-3.7,-0.2,1.9
-6.5,Cc1csc(NC(=O)CSc2nnc3ncccn23)n1,3.9,1.0,-3.0,-0.6,0.0,3.0,3.2,0.0,8.7
2.0,Cc1c(C(=O)OC(C)C)[nH]c2c1C(=O)CCC2,-4.8,-0.3,6.7,0.1,-2.7,13.6,2.0,-1.2,-0.3
-1.6,COc1ccc(Nc2nnc(SCC3CCCCO3)s2)cc1 (stereo unspecified),-16.3,0.4,3.9,-0.2,3.4,3.5,-2.9,3.2,3.7
6.0,Cn1c(N)c(C(=O)CSc2ncn[nH]2)c(=O)n(C)c1=O,3.8,-7.1,-7.7,0.0,2.5,-1.5,-4.5,-2.4,0.4
-2.3,Cc1cc(C)cc(OC(=O)COc2ccccc2C)c1,-15.9,8.4,-2.0,-0.7,8.0,4.8,-2.2,0.5,4.7
10.9,CCOc1ccccc1NC(=O)Nc1ccon1,1.9,0.4,-3.2,-0.5,1.3,12.3,-8.7,0.8,-3.2
-4.3,COc1ccccc1CCN1CCCC(CN(C)C(=O)c2ccc3nc[nH]c3c2)C1 (stereo unspecified),-6.1,-1.6,-4.4,0.3,0.3,-1.4,-6.1,1.7,1.5
6.1,C#CCOCCOCCOCCNc1nc(N2CCN(C(=O)Cn3cc(CCO)nn3)CC2)nc(N2CCN(C(=O)[C@H]([C@@H](C)CC)n3cc(CCCN=C(N)N)nn3)CC2)n1,5.2,-2.1,8.7,-0.7,-2.4,4.9,-0.1,6.4,2.9
-4.5,O=C(Nc1ccc(S(=O)(=O)Nc2cnc3ccccc3n2)cc1)c1ccc([N+](=O)[O-])cc1Cl,5.2,-5.1,-4.5,0.6,-2.4,-31.7,-11.0,-0.7,0.5
9.0,O=C(COc1ccccc1F)NNC(=O)c1ccc2c(=O)n3c(nc2c1)CCC3,-8.5,8.7,-6.7,0.4,-3.9,-1.8,-2.0,-3.2,0.2
7.3,O=C(CN1CCN(S(=O)(=O)c2ccc3ccccc3c2)CC1)Nc1ccc(N2CCOCC2)cc1,-3.3,2.6,-4.3,-0.3,7.3,-3.7,0.3,0.0,-1.2
1.6,CCc1ccc(NC(=O)CSc2nnc(CNC(=O)c3ccco3)o2)cc1,-8.3,8.1,2.1,0.6,-2.1,-4.4,-5.5,-0.5,0.4
1.3,COc1ccccc1CNC(=O)Cn1cnc2ccccc2c1=O,8.5,3.5,4.7,0.0,-9.2,10.1,0.9,0.0,0.9
-2.3,Cc1cc(C)c(S(=O)(=O)n2cnc3ccccc32)c(C)c1,7.0,2.3,-16.8,-0.3,-3.9,-4.1,4.2,-2.5,4.6
-9.8,CCOc1ccc(S(=O)(=O)n2ccc(C)n2)cc1,-0.5,-4.8,-2.1,0.6,-1.6,-3.7,-3.7,-0.2,-0.4
0.9,CCCOC(=O)/C(C)=N\NC(=O)c1ccco1,7.4,0.1,2.7,-1.4,6.7,7.2,1.1,-0.2,-2.0
2.7,CCOc1cc(/C=N/NC(=O)c2ccc(-c3csc(Nc4ccc(C)cc4)n3)cc2)ccc1OCC(=O)O,-10.3,-3.2,13.6,-0.9,-6.5,0.1,-66.0,-0.3,-64.0
1.3,Cc1ccc(CNC(=O)C2CCC(=O)N(CCCN3CCOCC3)C2)cc1 (stereo unspecified),1.8,-0.7,10.5,-0.8,-3.7,3.0,0.4,-2.4,2.4
3.9,Cc1ccc(NC(=O)c2ccc3c(c2)C(=O)N(Cc2cccnc2)C3=O)c(C)c1,-1.7,-6.9,-1.3,0.2,-0.6,4.7,-3.7,-1.2,0.1
-0.4,CCOC(=O)c1ccc(NS(=O)(=O)c2ccc(-c3coc(C)n3)cc2)cc1,13.9,-2.7,-3.4,0.6,-4.6,-6.7,-2.5,1.4,7.0
-1.8,O=C(CSCc1ccc(F)cc1)N1CCOCC1,2.5,-8.3,-0.6,0.6,0.3,1.4,4.0,2.1,3.6
-2.6,CCCC1CCC2(CCCN2CCOC(=O)Nc2ccc(OC)cc2)CC1 (stereo unspecified),nt,-4.2,nt,nt,-3.1,-16.7,0.7,1.9,-1.1
2.7,CC1(C(=O)Nc2ccc3c(c2)OCCO3)CCN1Cc1ccc(-c2ccccn2)cc1 (stereo unspecified),-1.0,-3.4,-5.6,-0.9,3.1,4.0,4.0,-0.2,-2.7
5.3,CCOc1ccc(N2CC(C(=O)NCc3ccc(F)cc3)CC2=O)cc1 (stereo unspecified),2.3,1.2,-13.6,0.7,-8.6,-0.1,0.7,-2.8,-1.6
-1.4,Cc1cc(C)c(-n2[nH]nnc2=S)c(C)c1,2.0,-1.0,-14.9,0.4,-4.0,4.3,-6.2,5.3,1.5
8.3,Cc1ccc(CO/N=C/C2=C(Cl)c3ccccc3CC2)cc1,6.8,5.9,-6.4,-0.9,4.8,10.0,3.6,1.4,0.5
-6.3,CN(C)c1ccc(C=C(c2nnnn2-c2ccccc2)c2nnnn2-c2ccccc2)cc1,5.5,1.9,1.6,-0.3,-1.3,-7.7,-3.0,-2.4,0.0
3.0,COc1ccc2nc(Cl)cc(Cl)c2c1,3.3,1.3,7.7,-0.7,4.4,-5.8,0.4,-1.5,0.0
6.3,CC12CCC(C(=O)N(CCCN3CCN(Cc4ccccc4)CC3)C1=O)C2(C)C (stereo unspecified),-6.0,5.6,-2.1,0.2,-1.8,0.4,-5.2,2.7,-0.6
-0.6,CC(O)c1nc2ccccc2n1C(C)c1ccccc1 (stereo unspecified),-6.9,3.7,-9.0,0.2,-0.9,-0.6,-5.8,-1.1,1.8
-5.7,COc1ccc(NC(=O)C2CC(=O)n3cnnc3S2)cc1 (stereo unspecified),6.4,0.2,5.4,-0.2,-5.9,-5.5,0.2,-2.3,0.2
3.6,CC1(Cc2ccccc2OC(F)(F)F)C(=O)Nc2ccc(-c3ccsc3)cc21 (stereo unspecified),4.6,-4.1,9.4,0.4,72.5*,-1.4,-3.0,3.4,10.9*
1.2,O=C(COC(=O)c1ccccc1F)c1ccc(-n2nncc2-c2ccco2)cc1,-0.9,-4.3,-2.7,0.1,-0.6,-2.8,-0.9,-5.0,-1.6
-3.4,O=C(CN1C(=O)CSc2ccc(S(=O)(=O)N3CCCCC3)cc21)NCc1ccccc1,11.2,0.1,-5.5,-0.1,-3.4,5.2,-7.3,-2.4,-0.6
-6.0,O=C(COC(=O)CCN1C(=O)c2ccccc2C1=O)Nc1ccccc1[N+](=O)[O-],12.9,3.0,-7.2,0.1,-5.3,-0.4,-4.5,-1.3,4.1
-7.4,CCN(CC)C(=O)c1cccc(-c2csc(C(C)(O)c3ccncc3)n2)c1 (stereo unspecified),-16.3,2.0,5.8,-0.7,-3.1,-1.1,2.3,4.3,4.2
-5.4,CC1(C)Cc2c(C#N)c(NCc3ccco3)nc(-c3ccco3)c2CO1,9.4,3.9,-5.8,1.2,-0.4,-1.7,-57.5,-1.4,-41.5
-0.1,O=C(CCC1COc2ccccc2O1)Nc1cccnc1 (stereo unspecified),-1.6,-4.3,7.0,0.1,4.0,-2.1,7.2,-3.4,2.8
-4.1,Cc1nc(SCc2ccccc2F)c2oc3ccccc3c2n1,-3.4,0.5,1.5,0.4,-0.8,-4.1,-5.4,-2.0,3.4

Individual results from the entries so far:
CC(O)c1nc2ccccc2n1C(C)c1ccccc1 (stereo unspecified) in proKLK7 act → 0.2
CC1(Cc2ccccc2OC(F)(F)F)C(=O)Nc2ccc(-c3ccsc3)cc21 (stereo unspecified) in ASAP1 GAP inh → 4.6
CC1(C)Cc2c(C#N)c(NCc3ccco3)nc(-c3ccco3)c2CO1 in PLC-beta3 inh → -57.5
CCN(CC)C(=O)c1cccc(-c2csc(C(C)(O)c3ccncc3)n2)c1 (stereo unspecified) in PLC-beta3 inh → 2.3
Cc1nc(SCc2ccccc2F)c2oc3ccccc3c2n1 in PLC-gamma1 inh → 3.4

Shown with two lines to a compound: two of the compounds above
Order of values – Tn7 DDE FP | ASAP1 GAP inh | DDE Tn6 FP inh | ARFGAP1 inh | proKLK7 act | Rev-erbA mod | sPLA2-III inh | PLC-beta3 inh | UHRF1 MBD2 ctr | PLC-gamma1 inh
> CC12CCC(C(=O)N(CCCN3CCN(Cc4ccccc4)CC3)C1=O)C2(C)C (stereo unspecified)
    6.3 | -6.0 | 5.6 | -2.1 | 0.2 | -1.8 | 0.4 | -5.2 | 2.7 | -0.6
> CC(O)c1nc2ccccc2n1C(C)c1ccccc1 (stereo unspecified)
    -0.6 | -6.9 | 3.7 | -9.0 | 0.2 | -0.9 | -0.6 | -5.8 | -1.1 | 1.8
